Screens: PubChem, several laboratories
H9c2 protect: protects H9c2 cardiomyocytes from peroxide injury; H2O2 injury protection, ATPLite, 2 h; protection from H2O2 cell death, % at 20 µM; 360,000 tested, 0.63% active; AID 588492;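 active means compounds giving at least 50% protection of heart cells from peroxide-induced death in the single-dose screen, raw or plate-pattern-corrected value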;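 further: 0% = DMSO wells with peroxide and 100% = DMSO wells without peroxide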
N-glyco inh: blocks N-linked glycosylation in D54 reporter cells; D54 ERlucT glycosylation luciferase reporter, 24 h; percent of 100 nM tunicamycin response; reporter increase, % at 12.5 µM; 360,000 tested, 0.23% active; AID 588692;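 active means mean luciferase reporter signal, scaled so untreated is 0 and the glycosylation-blocking control 100, at or above a set limit in every replicate; inconclusive means mean reaches the limit but not every replicate does; inactive means mean below the limit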;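 further: luciferase carries N-glycosylation sites so blocking glycosylation raises the light; 0% = median of neutral control wells and 100% = median of 100 nM tunicamycin wells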
ABCB6 inh MLPCN: inhibitors of human ABC transporter ABCB6; Q9NP58; K562-ABCB6 porphyrin accumulation, flow cytometry, 1 h; stronger effect = lower value; fluorescence ratio to DMSO, % at 10 µM; 360,000 tested, 0.19% active;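 active means fluorescence ratio to DMSO below 75%, the collection mean minus 3 SD; inconclusive means too few cells collected in the well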;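 further: signal is porphyrin accumulated inside mitochondria; 100% equals median channel fluorescence of DMSO control wells; lower ratio means ABCB6 inhibition with less porphyrin fluorescence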
hiPSC survival: increases survival of single human iPS cells | hiPSC single-cell survival, ATPlite luminescence; 100% = ROCK inhibitor wells, 0% = DMSO | survival enhancement, % at 20 µM | 360,000 tested, 0.044% active; in the data active means survival enhancement above about 18%;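 further: cells exposed to compounds for 16 hours before the ATP read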
CaV13 ICDI inh: Primary screen for inhibitors of IQ motif and Ca2+-dependent inactivation inhibitor domain binding in CACNA1D, Förster resonance energy transfer in living cells, …; HEK cells, CFP/YFP FRET ICDI-IQ, plate reader, 10 min; percent FRET-ratio fall versus neutral wells; inhibition, % at 12.3 µM; 340,000 tested, 0.098% active;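 active means mean replicate inhibition of at least 30% and at least 1% of replicates passing that level; inconclusive means only one of the two criteria is met; inactive means neither criterion is met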;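 further: 0% = median of the neutral control wells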
aDG glyco act: alpha-DG glycosylation activation; activation, % at 10 µM; Pro5-aDG cells, alpha-DG glycosylation AlphaScreen (IIH6); 0% Pro5, 100% B10-LARGE cell signal; 360,000 tested, 0.22% active;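 active means activation of at least 8% versus controls, or a plate z-score of at least 8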;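 further: Pro5 are CHO cells carrying HIG-tagged alpha-DG that lacks glycosylation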
PDI turbidity: blocks human protein disulfide isomerase activity | 350,000 tested, 0.052% active | P07237 | inhibition, % at 10 µM | AID 588391 | PDI insulin aggregation turbidity, A650, 90 min;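 active means mean inhibition across replicates of 30% or more, whatever share of single replicates reach that level; inconclusive means mean inhibition below 30% while every single replicate reaches 30%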;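 further: absorbance from insulin aggregation driven by PDI reduction with DTT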
Target sequence (P07237 whole entry, looked up): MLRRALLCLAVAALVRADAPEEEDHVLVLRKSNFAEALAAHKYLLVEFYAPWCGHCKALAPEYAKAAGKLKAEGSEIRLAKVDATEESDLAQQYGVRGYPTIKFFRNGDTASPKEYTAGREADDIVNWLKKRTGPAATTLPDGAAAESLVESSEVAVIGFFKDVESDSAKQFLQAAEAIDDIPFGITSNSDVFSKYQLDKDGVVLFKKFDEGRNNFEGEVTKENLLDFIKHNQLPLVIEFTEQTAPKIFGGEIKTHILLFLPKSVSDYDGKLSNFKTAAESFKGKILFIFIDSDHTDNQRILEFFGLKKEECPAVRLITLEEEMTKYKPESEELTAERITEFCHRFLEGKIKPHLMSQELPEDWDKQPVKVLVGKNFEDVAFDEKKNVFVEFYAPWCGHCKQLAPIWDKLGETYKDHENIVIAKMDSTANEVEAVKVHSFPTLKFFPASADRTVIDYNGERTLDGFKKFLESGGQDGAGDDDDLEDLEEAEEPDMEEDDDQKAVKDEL
HTR2A ag: agonists of mouse serotonin 5-HT2A receptor (HTR2A); 360,000 tested, 0.66% active; AID 624169; P35363; activation, % at 7.6 µM; CHO-K1 mHTR2A beta-arrestin complementation, luminescence; percent of 30 µM serotonin response;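 active means activation above a run cutoff, the mean activation of all tested compounds plus 3 SD, cut at about 14% in these data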;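 further: 0% = plate median of compound wells and 100% = 30 µM serotonin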
Vif imaging: blocks HIV Vif function. 340,000 tested, 0.35% active. HEK293T cells, Vif self-association by quenched fluorescence, imaging, 24 h. AID 602346. inhibition, % at 7.49 µM; in the data active means inhibition above about 50%, passing the limit was not always enough; inconclusive means no clear call, values can overlap the other calls; inactive means below about 31%; further: some results filed as inactive read as strong as hits
Exocytosis inh: blocks lytic granule exocytosis. TALL-104 LAMP-1 surface exposure, flow cytometry; cells stimulated with thapsigargin and PMA. inhibition, % at 10 µM. 360,000 tested, 0.66% active. AID 651702;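 active means inhibition above about 55%, limit read from the data; inconclusive means no clear call, values can overlap the other calls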
Starred values were filed as active, the others as inactive; ? = inconclusive; / = not tested or not shown.

item	SMILES	H9c2 protect	N-glyco inh	ABCB6 inh MLPCN	hiPSC survival	CaV13 ICDI inh	aDG glyco act	PDI turbidity	HTR2A ag	Vif imaging	Exocytosis inh
1	COc1cccc(/C=C/C(=O)c2ccc(C)c([N+](=O)[O-])c2)c1	-11	5	99	-1.8	-3	-0.1	3	1	1	-3
2	COc1cc2[nH]c(C(=O)Nc3ccc4c(c3)OCCO4)cc2c(OC)c1OC	2	-5	96	-0.6	-5	0.0	2	-2	-6	1
3	Cn1c(CCC(=O)O)nc2cc(S(=O)(=O)N3CCCCC3)ccc21	6	0	100	1.2	-2	-0.2	7	4	4	2
4	O=C(NC1CC1)c1cccc2c1C(=O)c1ccc(N3CCC(N4CCCCC4)CC3)cc1S2(=O)=O	10	-3	116	-0.8	-9	0.4	3	-2	-1	-3
5	Cc1ccc([C@H]2N[C@]3(CCCN(Cc4ccco4)C3=O)[C@H]3C(=O)N(C)C(=O)[C@@H]23)cc1	7	0	99	0.5	-3	0.0	-1	0	/	-2
6	COC(=O)c1sc2ccccc2c1NC(=O)c1ccc(S(=O)(=O)N2CC(C)CC(C)C2)cc1 (centres undefined)	-9	-2	96	-1.2	-6	-0.2	-1	8	-4	-5
7	Cc1ccccc1C(=O)NCCn1cc(SCC(=O)NCC2CCCO2)c2ccccc21 (centres undefined)	1	-4	97	-0.4	/	0.4	3	4	-1	-4
8	COC(=O)c1[nH]c2ccccc2c1NC(=O)CN1CCN(C/C=C/c2ccccc2)CC1	14	-5	103	-2.6	/	0.4	-3	-7	-8	-1
9	COC(=O)c1ccc(-c2cc3onc(-c4ccccc4)c3c(=O)n2C)cc1	-8	2	97	-2.6	-4	0.4	-4	2	5	1
10	CCOC(=O)C1(CCc2ccccc2)CCN(C(=O)c2cc(C)nc(C)n2)CC1	0	-1	98	0.2	-4	0.1	11	-2	7	1
11	Cc1ccc(N=Nc2ccc(O)c3ncccc23)cc1C	17	-13	101	-2.6	-3	-1.4	15	0	1	0
12	CC(=O)NS(=O)(=O)c1ccc(NC(=O)CSc2ccc(C)cc2)cc1	-1	-1	96	1.0	-5	0.2	12	3	-14	0
13	OCCNCc1ccc(OCc2ccc(Cl)cc2Cl)cc1	2	-4	89	-2.0	-4	2.4	-2	-5	0	1
14	Cn1nnnc1SCC1=C(C(=O)O)N2C(=O)C(NC(=O)Cn3nc(C(F)F)cc3C3CC3)C2SC1 (centres undefined)	7	0	104	5.0	-7	0.0	2	6	-3	-6
15	Cn1cccc1/C=N/NC(=O)c1sc2ccccc2c1Cl	13	1	105	0.5	-6	-0.1	-2	-1	-9	-3
16	COc1ccc(-c2noc(CN(C)C(=O)c3ccoc3C)n2)cc1	-3	-2	95	0.1	-3	-0.1	-5	3	-7	-2
17	Cn1c(N2CCCC2)nc2c1c(=O)n(Cc1cccc(F)c1)c(=O)n2C	0	2	91	3.4	-4	0.0	6	1	5	11
18	CCCn1nnc(NC(=O)c2cccnc2Cl)n1	-4	0	89	1.3	/	-0.1	2	1	-4	-2
19	Cc1cccc(C(=O)NCC(=O)N2CC(=O)Nc3ccccc32)c1	-7	4	100	-0.9	-4	-0.1	7	0	-4	13
20	COc1ccc(C(C(=O)NC2CCCC2)N(Cc2cccnc2)C(=O)Cc2cccs2)c(OC)c1 (centres undefined)	2	-1	95	-0.1	-5	0.1	3	0	50	-3
21	CCOc1c(OC(C)=O)ccc(/C=C/c2ccc3cccc(OC(C)=O)c3n2)c1[N+](=O)[O-]	-6	9	97	0.3	-8	0.0	21	-1	/	3
22	C/C(CC(=O)NCc1ccco1)=N\NC(=O)c1ccc(Cl)cc1Cl	1	0	106	-0.1	-7	-0.1	-7	-4	-3	-3
23	C=CCn1c(C(CCC(C)C)CC(C)(C)O)n[nH]c1=S (centres undefined)	-2	1	103	-1.7	-8	-0.2	-1	-1	1	-2
24	O=C(Oc1cccc(N2C(=O)CCC2=O)c1)C1CC(=O)N(c2ccc(Br)cc2)C1 (centres undefined)	3	2	95	1.7	/	0.0	-1	1	/	1
25	O=C(Nc1ccccc1)c1cc(C2CCCCN2S(=O)(=O)c2ccccc2)on1 (centres undefined)	-2	-1	95	-1.5	-5	0.1	6	-3	-10	-3
26	CCOC(=O)C1CCCN(Cc2cc(=O)oc3cc(C)c(C(C)C)cc23)C1 (centres undefined)	-6	-1	102	-1.4	-2	1.1	0	-1	-2	4
27	CN1CCN(c2nc(-c3ccc(Br)cc3)nnc2-c2ccccc2)CC1	6	-4	98	-2.3	-5	-0.2	0	-3	15	4
28	Cn1cnc2c(oc3ccccc32)c1=O	2	3	101	-0.2	-21	0.1	1	1	-4	0
29	CCCCCCC(=O)Oc1cccc(N2C(=O)C3CCCCC3C2=O)c1 (centres undefined)	0	1	103	4.2	-6	-0.2	-3	-1	10	-1
30	Cc1cc(C)nc(NC(=O)/C=C/c2ccccc2Cl)c1	-8	-4	102	1.0	-4	0.8	5	-1	/	-3
31	CCN(Cc1ccccc1)C(=O)c1ccc(Cl)cc1[N+](=O)[O-]	-6	-1	99	0.3	-6	-0.3	-3	4	-2	11
32	O=C(NCc1ccco1)c1nn2c(C(F)(F)F)cc(-c3cccs3)nc2c1Br	26	?	99	-1.7	/	0.4	0	-1	3	-1
33	N#CCC(=O)N/N=C/c1ccc(Cl)cc1	4	2	95	-0.6	-7	-0.1	-1	-3	5	-2
34	Cc1cccc(C)c1NC(=O)C1c2ccccc2OCC(=O)N1CC(F)(F)F (centres undefined)	/	/	94	-0.2	-6	-0.1	/	-2	/	-1
35	Cc1ccc(C2C(C#N)=C(N)N(c3cccnc3)C3=C2C(=O)CCC3)c(C)c1 (centres undefined)	-3	3	102	-1.5	-5	-0.2	17	3	3	-3
36	Cc1nc(-c2cccnc2)sc1C(=O)Nc1cccc(C(F)(F)F)c1	-1	-3	93	-2.0	-3	0.9	11	-3	-9	0
37	Cc1cccc(NC(=O)C2C3C=CC(C4CC34)C2C(=O)O)c1 (centres undefined)	-2	3	98	0.4	-5	0.2	-11	0	-2	0
38	COc1ccccc1CNC(=O)C1CCC(=O)N(CCCN2CCCC2=O)C1 (centres undefined)	-3	0	100	1.1	-1	-0.1	1	-2	-10	-4
39	CCCC(c1nnnn1Cc1ccco1)N1CCN(c2ccccc2)CC1 (centres undefined)	1	2	96	-0.9	-6	0.1	8	1	1	-3
40	COCC(=O)Nc1ccc(Nc2ccccc2)cc1	0	0	106	0.7	12	-0.1	0	-3	-2	4
41	CCOC(=O)C1=CCN(S(=O)(=O)c2ccc(C)cc2)C1c1cccc(Cl)c1 (centres undefined)	-2	-2	101	2.9	-5	-0.1	/	-4	7	-11
42	CCCNC(=O)COC(=O)c1cccnc1Nc1ccccc1F	10	4	96	-1.1	-6	0.1	-3	-7	-2	-5
43	CCCNc1c(NS(=O)(=O)c2ccc(Br)cc2)c(=O)oc2ccccc12	2	0	96	-0.5	-3	0.1	2	1	1	7
44	CCn1c(SCC(=O)N/N=C/c2cc(OC)c(O)c(OC)c2)nc2ccccc21	6	-1	97	-1.6	-3	0.2	-8	2	17	0
45	CCOC(=O)c1cc(C)n(-c2ccccc2)c1C	-4	2	100	0.6	-5	-0.1	15	-3	7	-5
46	COCC(=O)NC1CCN(C(=O)Nc2ccc(Br)cc2)CC1	-5	3	86	0.4	-5	0.0	-5	-1	10	-9
47	S=C(Nc1ccc(Cl)cc1Cl)N1CCN(c2ccccn2)CC1	-7	2	92	0.5	-5	0.0	-5	5	0	-3
48	CC(=O)OC(C(=O)NC1CCCCC1)c1ccccc1 (centres undefined)	2	1	91	4.3	0	0.1	1	0	13	-3
49	COc1ccccc1CCNC(=O)c1nccnc1C(=O)O	-1	0	99	0.3	/	0.1	-3	5	0	-2
50	COC(=O)c1ccc(Oc2ccc3nnc(C)n3n2)cc1	14	1	110	-0.5	/	0.7	-4	6	-6	-3
51	Cc1cccc(C)c1NC(=O)CN(C)C(C)C(=O)NCC(=O)Nc1ccc(F)c(F)c1F (centres undefined)	4	-1	84	0.0	-3	0.2	-8	-5	5	-1
52	Cc1ccc(OCCCCn2c(CO)nc3ccccc32)cc1	-5	1	96	-0.3	-7	0.1	13	-6	-1	3
53	COC(=O)Cc1c(C)c2ccc(OCc3nn[nH]n3)c(C)c2oc1=O	4	2	97	1.3	-3	0.0	0	0	9	-1
54	CC(C)(C)OC(=O)CNC(=O)c1nc[nH]c1C(=O)N1CCN(c2ccccc2)CC1	0	5	101	-2.4	-7	0.0	6	3	2	-5
55	O=C(OCc1cc(=O)c(OC(=O)c2ccccc2)co1)c1ccccc1	6	1	98	-1.9	-6	0.8	4	3	4	8
